Screening data (PubChem)
NOD1 inhibition: NOD1 signaling inhibitors, primary screen, cell-based, luminescence, uHTS (AID 1578). NOD1-driven NF-kB luciferase reporter cells, luminescence; higher % means a stronger effect. hit rate 1% among 290,000. one-dose inhibition, % at 4 µM; EC50 in µM for titrated hits; in the data active = inhibition mostly above about 36%, no sharp cut-off; inactive = mostly below about 34%;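 also: HEK-293T reporter cells stimulated with the NOD1 agonist gamma-tri-DAP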
P. falciparum M1AAP: malaria alanyl aminopeptidase activity blockers – biochemical, fluorogenic H-Leu-NHMec substrate, 1536-well (AID 1445). one-dose inhibition, % at 30 µM; IC50 in µM for titrated hits. hit rate 0.42% among 220,000. recombinant M1AAP, H-Leu-NHMec fluorogenic kinetic assay; higher % means a stronger effect;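 active = primary inhibition above the hit cutoff, then over 50% inhibition at one or more dose response concentrations, cut at about 23% in these data, passing the limit was not always enough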;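 also: plate controls were DMSO full reaction for no effect and no enzyme background for full effect; strong numbers were not always called active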
Dynein transport: dynein cargo transport inhibition. hit rate 0.47% among 220,000. z-score, hits read low. 3617.4 mouse cells, GR-EGFP nuclear translocation imaging; test concentration mostly 20 µM; stimulated with dexamethasone, 1 µM; active compounds read low;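 active = plate z-score of nuclear minus cytoplasmic receptor signal below a set negative limit, without overly bright fluorescence or cell loss, cut at about -3.5 in these data, passing the limit was not always enough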;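 also: z-score of nuclear minus cytoplasmic ring GR-EGFP intensity difference per well; some compounds called inactive have numbers as strong as hits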
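Buffer or medium – tet-free medium with charcoal-stripped serum · Signal – automated 10x imaging of fixed Hoechst-stained cells · Also added – dexamethasone agonist, 1.0 µM final, for 30 min · Incubation – induction 48 h, compound 1 h, agonist 30 min · Read-out – GR-EGFP nuclear translocation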
KOR beta-arrestin-1: KOR agonists, beta-arrestin recruitment, primary screen, cell-based, luminescence, uHTS (AID 1777); hit rate 0.02% among 280,000; KOR beta-arrestin recruitment, luminescence; higher % means a stronger effect; activation, % at 10 µM, or EC50 in µM where a hit was titrated; in the data active = activation above about 50%, passing the limit was not always enough; also: a part of the inactive calls stands beside numbers as strong as those of hits
AID2073: disruptors of CaV2.2 binding to Mint1 – biochemical, HTRF (AID 2073); HTRF protein-protein interaction, Mint1-CaV2.2; higher % means a stronger effect; inhibition, % at 20 µM; hits with a dose series show IC50 in µM; hit rate 0.19% among 290,000; in the data active = inhibition mostly above about 51%, no sharp cut-off; also: some results filed as inactive read as strong as hits
KOR beta-arrestin-2: kappa opioid receptor blockers – cell-based, luminescence, uHTS (AID 1778); KOR beta-arrestin recruitment, luminescence, antagonist mode; higher % means a stronger effect; inhibition, % at 10 µM; hits with a dose series show IC50 in µM; hit rate 0.091% among 290,000; also: strong numbers were not always called active
NOD2 inhibition: NOD2 signaling inhibitors, cell-based, luminescence, uHTS, HEK293 (AID 1566); HEK293 NOD2/NF-kB luciferase reporter, luminescence; higher % means a stronger effect; inhibition, % at 4 µM, or EC50 in µM where a hit was titrated; hit rate 0.63% among 290,000; also: many of its hits are not listed in these tables
P. falciparum M17LAP: P. falciparum M17LAP inhibitors, primary screen, biochemical, fluorogenic H-Leu-NHMec substrate, 1536-well (AID 1619) | hit rate 0.38% among 220,000 | inhibition, % at 30 µM, or IC50 in µM where a hit was titrated | recombinant M17LAP, H-Leu-NHMec fluorogenic kinetic assay; higher % means a stronger effect;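 active = compound inhibiting the enzyme by more than half at any dose during confirmatory dose-response retesting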;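 also: plate controls were full reaction with DMSO carrier for no effect and no enzyme background for full effect; strong numbers were not always called active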
GPR55 activation: selective activators of receptor GPR55 – imaging, U2OS cells, beta-arrestin-GFP redistribution, primary screen (AID 1961) | one-dose activation, % at 10 µM; EC50 in µM for titrated hits | hit rate 0.048% among 290,000 | U2OS GPR55 beta-arrestin-GFP redistribution imaging; higher % means a stronger effect;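 active = activation above 40% with more than 50 cells counted in the well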;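 also: U2OS osteosarcoma cells stably expressing GPR55 and beta-arrestin-GFP; plate controls were DMSO negative control for no effect and LPI positive control for full effect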
Dynein transport cytoplasmic EGFP: second read-out of Dynein transport, no call of its own (marks repeat the call); z-score; measured here: cytoplasmic GR-EGFP intensity; active compounds read high
Dynein transport nuclear GR-EGFP: further read-out of Dynein transport, marked with its call; z-score; measured here: nuclear GR-EGFP intensity;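 lower value marks the stronger effect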
Dynein transport cell count: second read-out of Dynein transport, no call of its own (marks repeat the call); z-score; measured here: cell count per field
* marks the source's active call; other numbers are inactive results; nt = not tested or not shown; [ ] = another dose, or the depositor's remark. Rule as the data show it, unless noted: active = inhibition above about 50%; inactive = the rest.

SMILES	NOD1 inhibition	P. falciparum M1AAP	Dynein transport	Dynein transport cytoplasmic EGFP	Dynein transport nuclear GR-EGFP	Dynein transport cell count	KOR beta-arrestin-1	AID2073	KOR beta-arrestin-2	NOD2 inhibition	P. falciparum M17LAP	GPR55 activation
CCOC(=O)C(=NC(C)CC)NNc1cccc(C(F)(F)F)c1 (centres undefined)	-3.5%	-1.9%	2	-0.272	1.05	-1.41	-0.1%	19.2%	33.6%	-44.6%	-9.1%	-0.3%
CCN(CC)C(=O)c1cnn(-c2ccccc2)c1NC(=O)c1ccccc1F	-26.0%	0.6%	-0.333	-0.218	0.192	-0.232	-1.6%	1.5%	-27.5%	4.7%	-4.8%	0.5%
OC(CNCC1CCCO1)COc1ccc(OCC(O)CNCC2CCCO2)cc1 (centres undefined)	-27.6%	2.4%	-0.298	-0.134	-0.157	1.97	-6.5%	9.8%	19.1%	13.0%	-11.3%	-0.2%
COc1ccccc1-n1c(SCC(N)=O)nc2sc3c(c2c1=O)CCC3	-9.1%	3.4%	0.136	-0.261	0.152	0.757	-2.1%	-12.7%	3.5%	1.1%	10.4%	0.4%
Cc1cccc(C)c1NC(=O)c1ccc(CN2CCc3ccccc3C2)cc1	12.5%	5.5%	1.89	-0.0206	1.14	-2.26	6.0%	-4.5%	-52.2%	-18.3%	2.4%	0.0%
COc1cccc(C2=CC(c3ccc(C)cc3)n3ncnc3N2)c1 (centres undefined)	-9.0%	7.8%	0.355	-0.235	0.0987	-0.529	2.2%	47.0%	-0.5%	21.8%	-18.7%	0.3%
CNCCCOc1cccc(OC(C)C)c1	-6.7%	3.3%	-0.294	-0.217	-0.0551	1.01	-2.5%	-2.1%	-27.5%	-17.7%	-5.2%	-0.1%
COc1ccc(OC)c(-c2csc(NC(=O)Cc3ccccc3F)n2)c1	12.3%	nt	nt	nt	nt	nt	9.1%	6.2%	-50.8%	-26.9%	nt	0.7%
CCOC(=O)CNC(=O)c1c(C)nn(C)c1Cl	-9.5%	-10.3%	0.0463	-0.166	0.34	0.624	-1.4%	0.0%	7.2%	12.0%	-0.8%	0.1%
COc1ccc2nc(NC(=O)[C@@H]3CCCN3C(=O)c3cccs3)sc2c1	-26.0%	-1.4%	0.802	-0.226	0.346	-0.626	-2.2%	0.0%	31.2%	2.7%	7.5%	-0.2%
Cc1ccc2c(c1)N(CC(=O)N1CCCC1)C(=O)CO2	2.4%	nt	nt	nt	nt	nt	1.9%	6.2%	3.3%[20 µM]	-8.4%	nt	-0.3%
COCCCn1c(=O)/c(=C\c2ccccc2OC(F)F)s/c1=C(/C#N)C(=O)NCCOC	3.6%	3.3%	0.412	-0.807	0.115	0.0588	-3.6%	25.1%	25.5%	27.6%	5.7%	-0.1%

Profiles, quoted from the list. Screens in order: NOD1 inhibition	P. falciparum M1AAP	Dynein transport	Dynein transport cytoplasmic EGFP	Dynein transport nuclear GR-EGFP	Dynein transport cell count	KOR beta-arrestin-1	AID2073	KOR beta-arrestin-2	NOD2 inhibition	P. falciparum M17LAP	GPR55 activation
COc1ccccc1-n1c(SCC(N)=O)nc2sc3c(c2c1=O)CCC3 in the list: -9.1%	3.4%	0.136	-0.261	0.152	0.757	-2.1%	-12.7%	3.5%	1.1%	10.4%	0.4%
COCCCn1c(=O)/c(=C\c2ccccc2OC(F)F)s/c1=C(/C#N)C(=O)NCCOC in the list: 3.6%	3.3%	0.412	-0.807	0.115	0.0588	-3.6%	25.1%	25.5%	27.6%	5.7%	-0.1%
CCOC(=O)C(=NC(C)CC)NNc1cccc(C(F)(F)F)c1 (centres undefined) in the list: -3.5%	-1.9%	2	-0.272	1.05	-1.41	-0.1%	19.2%	33.6%	-44.6%	-9.1%	-0.3%
Cc1cccc(C)c1NC(=O)c1ccc(CN2CCc3ccccc3C2)cc1 in the list: 12.5%	5.5%	1.89	-0.0206	1.14	-2.26	6.0%	-4.5%	-52.2%	-18.3%	2.4%	0.0%

Later entries.
SMILES	NOD1 inhibition	P. falciparum M1AAP	Dynein transport	Dynein transport cytoplasmic EGFP	Dynein transport nuclear GR-EGFP	Dynein transport cell count	KOR beta-arrestin-1	AID2073	KOR beta-arrestin-2	NOD2 inhibition	P. falciparum M17LAP	GPR55 activation
CN(CC(O)COc1ccc(S(=O)(=O)N2CCOCC2)cc1Cl)C1CCCCC1 (centres undefined)	-4.9%	3.2%	0.483	-0.246	0.128	-0.302	-2.7%	6.8%	23.3%	13.3%	15.4%	-0.1%
Cc1ccc(C(=O)NNC(=O)CCn2nnc3ccccc32)cc1	7.4%	0.2%	-0.505	-0.265	-0.0737	0.873	-1.6%	6.4%	2.4%[20 µM]	-21.7%	4.5%	0.1%
Cc1ccc(OCc2nnc(SCC(=O)c3cccs3)n2-c2ccccc2)cc1C	33.9%	0.3%	-0.276	-0.171	0.153	0.127	3.9%	-4.3%	-8.7%	35.2%	-0.8%	0.0%
COC(=O)c1cccc(COC(=O)c2cc3ccccc3oc2=O)c1	-32.2%	nt	nt	nt	nt	nt	-3.2%	-4.4%	-16.4%[20 µM]	-1.1%	nt	-0.1%
C=CCC(=O)OCC(=O)Nc1ccc(Cl)cn1	-19.0%	10.3%	0.107	-0.378	-0.245	0.549	-7.6%	-6.6%	7.0%	-1.8%	2.7%	0.3%
CC(=O)Nc1cc(C(F)(F)F)ccc1N1CCOCC1	-1.6%	-2.5%	-0.779	0.603	-0.715	0.293	3.0%	0.8%	1.7%	-5.3%	6.2%	-0.1%
O=C1CCC(C(=O)NCc2cccnc2)N1 (centres undefined)	-18.4%	1.3%	0.611	-0.236	0.254	0.443	-6.0%	-0.1%	2.2%	7.6%	3.5%	0.3%
COc1cccc(-n2nnc3c(=O)n(CC(=O)N4CCCCC4)cnc32)c1	-13.7%	-5.4%	-0.662	-0.195	0.00818	0.265	-1.1%	2.4%	17.9%	-0.5%	1.2%	0.0%
CC(C)C(=O)Nc1ccc(-c2nc3ccccc3c(=O)o2)cc1	-26.9%	12.2%	0.506	-0.378	-0.415	0.965	3.8%	10.1%	-0.7%	0.7%	26.7%	1.3%
CC(C)n1c(-c2cccnc2)nc2cnccc21	-3.5%	1.6%	0.0929	-0.209	0.296	0.803	-4.0%	8.3%	-1.3%	-0.1%	3.1%	0.2%
CCCCc1nc2cc(C(=O)N3CCCC(COC)C3)ccc2o1 (centres undefined)	-62.3%	nt	nt	nt	nt	nt	-5.8%	0.1%	29.1%	-22.8%	nt	-0.1%
O=C(Nc1ccc2c(c1)CCC2)c1cccc(S(=O)(=O)Nc2ccccc2Cl)c1	29.1%	11.5%	0.179	-0.319	-0.321	0.382	2.5%	0.1%	-25.3%	1.9%	6.1%	0.2%
Cc1ccc(C(=O)N/N=C\c2ccc(-c3ccc([N+](=O)[O-])cc3)o2)cn1	-8.6%	9.2%	0.554	-0.224	0.44	-0.149	2.8%	-20.5%	-3.8%	1.4%	3.9%	0.2%
N#Cc1c(-c2ccc(Cl)cc2)c2c([nH]c1=S)CCCC2	-3.6%	2.4%	-0.696	-0.302	0.343	-0.257	-2.7%	5.5%	18.7%	18.3%	3.6%	0.0%
Cc1ccc2c(c1)c1nc3ccccc3nc1n2CCN1CCOCC1	-18.3%	10.9%	0.986	-0.12	0.961	0.0223	-2.6%	-2.4%	8.7%	-33.8%	12.3%	-0.1%
CCCC(=O)O[C@H]1C[C@@H](C)N(C(=O)c2ccccc2)c2ccc(C)cc21	19.2%	8.9%	0.0464	-0.0756	0.295	0.299	13.1%	-2.9%	-23.4%	26.2%	-4.4%	-0.1%
O=C(Nc1nccs1)c1ccc(COc2ccc(Cl)cc2)o1	-33.4%	0.1%	-1.07	-0.208	-1.06	-0.0892	17.7%	11.4%	-79.4%	-30.0%	4.7%	0.2%
Cc1cc(=O)n2nc(N3CCCC(C(=O)NC4CCCCC4C)C3)sc2n1 (centres undefined)	-6.9%	nt	nt	nt	nt	nt	-4.0%	5.1%	-20.0%	11.0%	nt	0.3%
COc1ccc(CCN2CCCC(CN(C)C(=O)c3ccoc3)C2)cc1 (centres undefined)	-48.0%	nt	nt	nt	nt	nt	2.1%	3.9%	0.6%	-78.3%	nt	0.4%
Cc1ccc(C(=O)n2nc(C#N)c(C#N)c2N)cc1	-4.3%	-0.4%	1.77	-0.232	1.01	-0.616	4.8%	-3.4%	18.9%	5.8%	5.5%	-0.3%
Cc1ccc(Nc2nnc(SCC(=O)Nc3ncc(C(F)(F)F)cc3Cl)s2)cc1	-30.8%	-2.1%	0.694	-0.127	0.337	-0.537	3.3%	-4.6%	-0.1%	-5.5%	43.5%	-0.1%
Cc1cc(-c2nnc(SCC(=O)Nc3ccccc3C(F)(F)F)n2N)n[nH]1	-21.6%	nt	nt	nt	nt	nt	2.2%	-0.3%	22.7%	16.2%	nt	0.2%
O=C(Nc1nnc(C2=COCCO2)o1)c1ccc([N+](=O)[O-])s1	-21.3%	nt	nt	nt	nt	nt	1.6%	3.8%	8.2%	35.3%	nt	-0.1%
COc1ccc(N=Cc2sc3ccccc3c2Cl)cc1	4.0%	7.8%	-0.486	-0.188	0.26	-0.199	-1.1%	4.7%	33.4%	-3.7%	-19.8%	0.3%

3 of the compounds above, as comma-separated lines:
SMILES,NOD1 inhibition,P. falciparum M1AAP,Dynein transport,Dynein transport cytoplasmic EGFP,Dynein transport nuclear GR-EGFP,Dynein transport cell count,KOR beta-arrestin-1,AID2073,KOR beta-arrestin-2,NOD2 inhibition,P. falciparum M17LAP,GPR55 activation
COc1ccc(CCN2CCCC(CN(C)C(=O)c3ccoc3)C2)cc1 (centres undefined),-48.0%,nt,nt,nt,nt,nt,2.1%,3.9%,0.6%,-78.3%,nt,0.4%
Cc1ccc(C(=O)n2nc(C#N)c(C#N)c2N)cc1,-4.3%,-0.4%,1.77,-0.232,1.01,-0.616,4.8%,-3.4%,18.9%,5.8%,5.5%,-0.3%
Cc1ccc(Nc2nnc(SCC(=O)Nc3ncc(C(F)(F)F)cc3Cl)s2)cc1,-30.8%,-2.1%,0.694,-0.127,0.337,-0.537,3.3%,-4.6%,-0.1%,-5.5%,43.5%,-0.1%

Only part of the results is shown (hit frequency here may not be typical).
